# Assay outcomes deposited in PubChem by National Center for Advancing Translational Sciences (NCATS).
# TDP1 block = blocks human tyrosyl-DNA phosphodiesterase 1; recombinant TDP1, AlphaScreen DNA substrate cleavage; Potency, µM (top dose mostly 130 µM), without a hit: top-dose activity change, negative = inhibition, actives largely listed as inhibitors; 0.28% of 350,000 active; AID 485290; further: nearly all actives have a fitted effect of over 40% in size
# Target sequence (Q9NUW8 whole entry, looked up): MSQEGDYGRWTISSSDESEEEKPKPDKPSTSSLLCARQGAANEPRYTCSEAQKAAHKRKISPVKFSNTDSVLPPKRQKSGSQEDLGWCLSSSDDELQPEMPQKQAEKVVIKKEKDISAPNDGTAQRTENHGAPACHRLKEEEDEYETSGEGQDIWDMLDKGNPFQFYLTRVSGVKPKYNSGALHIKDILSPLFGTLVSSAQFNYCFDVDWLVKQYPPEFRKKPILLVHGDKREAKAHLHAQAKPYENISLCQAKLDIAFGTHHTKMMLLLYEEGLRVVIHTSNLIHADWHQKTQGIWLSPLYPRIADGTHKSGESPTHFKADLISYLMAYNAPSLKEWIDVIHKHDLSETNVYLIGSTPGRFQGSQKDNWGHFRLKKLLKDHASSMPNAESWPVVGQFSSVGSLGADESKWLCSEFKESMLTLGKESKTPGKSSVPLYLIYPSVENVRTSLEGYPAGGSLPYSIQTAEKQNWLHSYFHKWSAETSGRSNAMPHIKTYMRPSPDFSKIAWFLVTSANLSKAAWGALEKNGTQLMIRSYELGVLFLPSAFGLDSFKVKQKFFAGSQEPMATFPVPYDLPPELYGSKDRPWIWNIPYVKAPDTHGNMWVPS
#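 E. coli-derived human Tdp1, 1 nM final. Cpd preinc 15 min RT; substrate 15 nM final, 5 min RT; AS bead mix 10 ug/ml final, 10 min RT. Signal loss = tyrosine-FITC cleavage. No-enzyme wells = max signal.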
# TDP1 cell CPT = DT40-hTDP1 cell growth loss with CPT; chicken DT40 Tdp1-/-;hTDP1 cells + 20 nM CPT, ATP luminescence, 48 h; Potency, µM (doses to about 46.2 µM), without a hit: at the highest dose activity change, negative = growth inhibition, hits mostly inhibitors; 12% of 420,000 active; further: nearly all actives have a fitted effect of over 55% in size
#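 Chicken DT40 Tdp1-/- cells complemented with human TDP1, 400 cells/well, exposed to compounds plus 20 nM camptothecin for at least 48 h at 37 C; viability read as ATP content by CellTiter-Glo luminescence.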
# DT40 TDP1 no CPT = qHTS for Inhibitors of human tyrosyl-DNA phosphodiesterase 1 (TDP1): qHTS in cells in absence of CPT | DT40 Tdp1-/- hTDP1 cells, no CPT, ATP luminescence, 48 h | Potency, µM (top dose mostly 46.2 µM), inactives show at the highest dose activity change, negative = growth inhibition, most hits filed as inhibitors | 15% of 420,000 active | AID 686978, 2013; further: nearly all actives have a fitted effect of over 55% in size
#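 No-CPT arm: Tdp1-/-;hTDP1 DT40 cells (400/well) plus compounds, incubated ≥48 hr at 37 °C. Readout CellTiter-Glo luminescence.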
# Starred values were filed as active, the others as inactive; ? = inconclusive; · = not tested or not shown; & = joins results of further samples; [ ] = dose if it differs, or a comment. The call rests on the fitted dose curve; in most records, active means well fitted curve in the direction sought with a large enough effect; inconclusive means small, poorly fitted or top-dose-only effect, or another doubt; inactive means no such curve, though single readings can be large; an effect the other way counts as inactive or inconclusive. On the % scale 0 is the no-effect control and ±100 the full control effect; potency means the concentration at half of the fitted maximal effect. Outcome played no part in choosing rows. About 18% of those tested had a hit in this group.
SMILES,TDP1 block,TDP1 cell CPT,DT40 TDP1 no CPT
COc1ccc(N2CCN(CCCNC(=O)C3CCCN(S(=O)(=O)c4c(C)n[nH]c4C)C3)CC2)cc1 (stereo not given),3%,-14%,-6%
CCc1ccc(-n2c(=O)c3cccnc3n2CC(=O)NCc2ccc(C)cc2)cc1,5%,?,?
Cn1ccnc1C1CCCCN1Cc1nc(Cc2ccccc2F)no1 (stereo not given),3%,-23%,-36%
O=C(Nc1nnc2n1CCS2)c1ccccc1C(F)(F)F,3%,-7%,-9%
CC1CCCC(NC(=S)Nc2cccc(S(=O)(=O)N(C)C)c2)C1C (stereo not given),3%,?,18µM*
Cn1c(/C=C/c2cccc([N+](=O)[O-])c2)c([N+](=O)[O-])c(=O)n(C)c1=O,·,?,15µM*
O=S(=O)(Cc1ccccc1)N=Nc1c(O)[nH]c2ccc(Br)cc12,7%,13µM*,18µM*
O=C(NCc1ccccn1)c1ccc(N2CCCC2)c([N+](=O)[O-])c1,2%,24%,-15%
O=C(Cn1nnc(-c2ccc(C(F)(F)F)cc2)n1)NCCc1ccccc1,-1%,-27%,?
Cc1ccccc1-n1nc2c(c1NC(=O)c1cc3ccccc3oc1=O)CS(=O)C2 (stereo not given),2%,-29%,?
O=C(/C=C/c1cccs1)c1cc(F)ccc1OC(=O)N1CCOCC1,·,23µM*,?
COc1ccc(N2CCc3c(C)nc4c(OC)cc(OC)cc4c32)c(OC)c1,5%,6.5µM*,5.2µM*
CCOC(=O)C1CCCCN1Cc1cccc(C(F)(F)F)c1 (stereo not given),-7%,?,-21%
COc1cc2c(cc1NC(=O)COCC(=O)O)oc1ccccc12,·,13%,2%
CCOc1ccc(-c2noc(CCCC(=O)NC3CCCC3)n2)cc1OC,2%[0.0935 µM],-13%,-27%
O=C(CN1C(=O)NC2(CCCC2)C1=O)Nc1ccc(Cl)cc1F,·,-2%,-6%
COc1ccccc1NC(=O)c1sc2nc(C)c(C(=O)Nc3ccc(C)cc3C)c(-c3ccc(Br)cc3)c2c1N,-6%,1%,-20%
CC(=O)c1ccc(NC(=O)CN(C)S(=O)(=O)c2cc3c(cc2Cl)NC(=O)CO3)cc1,1%,-16%,?
CN1C(=O)/C(=C\c2ccc(N(C)C)cc2)OC1=S,·,?,?
COc1cccc(CCNC(=O)c2c(O)nc3ccccn3c2=O)c1,0%,23µM*,21µM*
CCO[C@H]1OC(C(=O)N2CCN(C)CC2)=C[C@@H](c2coc3ccccc3c2=O)[C@@H]1CCCO,3%,2%,0%
Cc1cccc(-c2csc(N)c2C(=O)OC(C)C)c1,2%,?,-26%
CCCCn1c(=O)c2oc3ccccc3c2n(CC(=O)Nc2cc(C)ccc2C)c1=O,3%,12µM*,12µM*
COCCNC(=O)c1cccc(OC2CCN(Cc3ccc(OC(F)F)cc3)CC2)c1,·,4%,-26%
CC(C)Oc1ccc(CNC(=O)CCCn2c(=O)c3cccn3c3cccnc32)cc1,5%,26µM*,16µM*

# Quoted from the listing, 13 compounds:
SMILES,TDP1 block,TDP1 cell CPT,DT40 TDP1 no CPT
CCOC(=O)C1CCCCN1Cc1cccc(C(F)(F)F)c1 (stereo not given),-7%,?,-21%
COc1cc2c(cc1NC(=O)COCC(=O)O)oc1ccccc12,·,13%,2%
CCOc1ccc(-c2noc(CCCC(=O)NC3CCCC3)n2)cc1OC,2%[0.0935 µM],-13%,-27%
O=C(CN1C(=O)NC2(CCCC2)C1=O)Nc1ccc(Cl)cc1F,·,-2%,-6%
COc1ccccc1NC(=O)c1sc2nc(C)c(C(=O)Nc3ccc(C)cc3C)c(-c3ccc(Br)cc3)c2c1N,-6%,1%,-20%
CC(=O)c1ccc(NC(=O)CN(C)S(=O)(=O)c2cc3c(cc2Cl)NC(=O)CO3)cc1,1%,-16%,?
CN1C(=O)/C(=C\c2ccc(N(C)C)cc2)OC1=S,·,?,?
COc1cccc(CCNC(=O)c2c(O)nc3ccccn3c2=O)c1,0%,23µM*,21µM*
CCO[C@H]1OC(C(=O)N2CCN(C)CC2)=C[C@@H](c2coc3ccccc3c2=O)[C@@H]1CCCO,3%,2%,0%
Cc1cccc(-c2csc(N)c2C(=O)OC(C)C)c1,2%,?,-26%
CCCCn1c(=O)c2oc3ccccc3c2n(CC(=O)Nc2cc(C)ccc2C)c1=O,3%,12µM*,12µM*
COCCNC(=O)c1cccc(OC2CCN(Cc3ccc(OC(F)F)cc3)CC2)c1,·,4%,-26%
CC(C)Oc1ccc(CNC(=O)CCCn2c(=O)c3cccn3c3cccnc32)cc1,5%,26µM*,16µM*

# The list goes on:
SMILES,TDP1 block,TDP1 cell CPT,DT40 TDP1 no CPT
Cc1nn(-c2ccccc2)c(N2CCCC2)c1/C=N/NC(=O)c1cc(-c2ccccn2)nc2ccccc12,6%,21µM*,12µM*
O=C1NC[C@H](Cc2ccc(O)cc2)N(C[C@@H]2CCCN2C[C@H](Cc2ccccc2)N2C[C@H](Cc3ccc(O)cc3)N(CC3CCCCCC3)C(=O)C2=O)C1=O,·,?,?
CCOC(=O)Nc1ccc2nc3n(c(=O)c2c1)CCCCC3,3%,?,-14%
C=CCN1C(=O)CS/C1=N\N=C\c1cccc([N+](=O)[O-])c1,-1%,18%,-3%
Nc1nonc1C(=O)N1CCCC1,6%,-13%,-2%
COc1ccccc1CCNC(=O)NC1CCCCC1,3%,-9%,6%
COc1ccc(NC(=O)CCCN2C(=O)C(c3ccccc3)Oc3cccnc32)c(OC)c1 (stereo not given),1%&5%,18µM*,23µM*
COc1ccc(CN2C(=O)CN(C3CCCCCC3)C(=O)C2c2ccc(OC)c(OC)c2)cc1 (stereo not given),2%,?,-24%
Cc1ccccc1-n1nc(C)c2cc(C(=O)NC3CC3)sc21,4%,?,?
CC(=O)NC(c1cccc(F)c1)c1nc(-c2cccc(F)c2)cs1 (stereo not given),·,?,-20%
Cc1ccccc1N=Nc1ccc(O)c2ncccc12,9%,2.6µM*,1.6µM*
Cc1csc(NC(=O)CSc2nnc(-c3cccs3)n2C)n1,1%,-3%,-2%
COC(=O)c1c(C)[nH]c(C(=O)CSc2ccc(Cl)cc2)c1C,2%,?,?
CCO[C@@H]1OC(C(=O)N2CCOCC2)=C[C@H](c2ccc(C(F)(F)F)cc2)[C@H]1CCCO,5%,15µM*,?
COc1cc2c(cc1OC)n(CC(=O)NC1CCCCCC1)n1c(C)cc(=O)nc21,-13%,-20%,-1%
COc1ccc(CN(CC2CCC(C(=O)O)CC2)C(=S)Nc2ccccc2C)cc1 (stereo not given),-5%,-2%,7%
Cc1cc(C)c2c(N)c(C(=O)N/N=C/c3cccnc3)sc2n1,·,-40%,?
Cc1cc(NC(=O)Nc2c[nH]c(=O)[nH]c2=O)ccc1Br,·,-17%,6%
COc1cc(Cl)ccc1OCc1cc(C(=O)N2CCN(C)CC2)no1,7%,-21%,-2%
O=C(Nc1ccc(O)cc1)c1ccc(NC(=O)c2ccco2)cc1,6%,-9%,?
Cc1oc(-c2cccs2)nc1CN1CCC(C(=O)N2CCCC2)CC1,4%,8%,11%
Fc1cccc(-c2ncc(-c3ccccc3)o2)c1,·,-9%,-14%
Cn1ccnc1COc1ccc(/C=N/O)cc1,·,-11%,-6%
COc1ccc(/C=N/Nc2nc(C)nc(N)n2)cc1,·,0%,-14%
COc1ccc(S(=O)(=O)N2CCCC2)cc1NC(=O)c1ccccc1,9%,-16%,-35%

# The list continues.
SMILES,TDP1 block,TDP1 cell CPT,DT40 TDP1 no CPT
COc1cccc(CC(=O)N2CCCC(CCC(=O)N3CCN(c4ccccn4)CC3)C2)c1 (stereo not given),3%,-6%,?
COc1cc(/C=C2\SC(=O)N(c3ccccc3Cl)C2=O)cc([N+](=O)[O-])c1O,12%,?,?
Cc1cc(C(=O)COC(=O)c2cccnc2Cl)c(C)n1C,0%,1%,12%
CC(=O)c1ccc(C)cc1OC(=O)c1cccc(F)c1,-8%,14%,-4%
CCCCc1ccc(NC(=O)C(C)CC)cc1 (stereo not given),3%,-20%,-10%
CCOc1ccc(S(=O)(=O)Nc2ccc(O)c(Sc3ncn[nH]3)c2)cc1,5%[56.1 µM],?,?
CCCCOc1ccc(C(=O)N2CCC(C)CC2)cc1,7%,-21%,-22%
CN(CC(=O)N1CCCCCC1)S(=O)(=O)c1ccc(Br)cc1,2%,-10%,11%
O=C(CCNS(=O)(=O)c1ccccc1)N1CCCC1,4%,-2%,4%
CC1(C)CC(=O)C(=Cc2cn(CCC#N)nc2-c2ccc(F)cc2)C(=O)C1,-7%,-20%,3%
CC1(Cc2ccc(F)c(Cl)c2)C(=O)Nc2c(Cl)cccc21 (stereo not given),·,?,16µM*
CCN1CCN(CC(O)COc2cccc(OC)c2)CC1 (stereo not given),6%,6%,5%
O=C(CSc1ccc2nnc(-c3cccs3)n2n1)N1CCCC1,-4%,-11%,-18%
NC(=S)N/N=C/c1ccc2ccccc2c1,2%,23µM*,23µM*
Fc1ccc(-c2csc(N3CCC(c4ccccc4)C3)n2)cc1 (stereo not given),3%,-23%,?
CCOC(=O)c1ccc(Nc2nn3c(=O)c4ccccc4nc3s2)cc1,-3%,-5%,-5%
CCC(=O)N1CCn2c1nc1ccccc12,1%,-12%,2%
CC1(C)C(c2cccs2)=[N+]([O-])C2(CCCCC2=O)N1O (stereo not given),-3%,10%,-15%
Cc1noc(C)c1COc1ccccc1C(=O)NC1CCC(C)CC1 (stereo not given),6%,-30%,-3%
FC(F)(F)c1ccc2c(c1)N1CCCC1CN2 (stereo not given),8%,-28%,?
CN(C)S(=O)(=O)c1cccc(NC(=O)CC23CC4CC(CC(C4)C2)C3)c1,3%,23µM*,21µM*
COc1ccc(C(c2c(NC(C)=O)sc3c2CCCC3)N2CCN(CCO)CC2)cc1OC (stereo not given),10%,-18%,-26%
CCc1cccc(C)c1NC(=O)CN1C(=O)NC(Cc2ccccc2)C1=O (stereo not given),-1%,0%,-1%
CC(C)(C)c1cc(NC(=O)C2(C)CCN2C(=O)C2(c3ccccc3)CC2)no1 (stereo not given),·,?,21µM*
O=C(NCC(=O)N(c1ccc(Cl)cc1)C(C(=O)NC1CCCC1)c1cccnc1)c1ccco1 (stereo not given),2%[0.0935 µM],-2%,17%

# Next entries.
SMILES,TDP1 block,TDP1 cell CPT,DT40 TDP1 no CPT
O=C(O)c1ccc(S(=O)(=O)Nc2ccc3c(c2)OCCO3)cc1,8%,6%,6%
Cc1nn(-c2ccccc2)c2c1N(CC(=O)N1CCN(c3ccc(Cl)cc3)CC1)C(=O)CS2,-1%,?,?
O=S1(=O)N=C(N(CCO)/N=C/c2ccc(Br)cc2)c2ccccc21,·,5%,6%
COc1cc(/C=N/Nc2ccccc2)ccc1O,·,1%,-2%
O=C(NCc1cn2ccsc2n1)c1cccs1,6%,7%,9%
CC(=O)NNC(=S)Nc1cccc(F)c1,-1%,0%,-6%
COCCNC(=S)N1CCC(Cc2ccccc2)CC1,7%,?,?
CCOc1ccc(N(CC)S(=O)(=O)N2CCCC(C(=O)Nc3ccc(NC(C)=O)cc3)C2)cc1 (stereo not given),3%,?,?
O=C(Nc1nccs1)c1cccc2ccccc12,·,-7%,0%
COc1cc(N)c(Cl)cc1Cl,-1%,11%,-10%
CCOC(=O)CN(C(=O)COc1nc(-c2ccccc2)cc(C)c1C#N)c1ccc(F)cc1,5%,-25%,?
CCCOc1ccc(C(=O)NCC(c2cccs2)N(C)C)cc1OC (stereo not given),-6%,?,-11%
Cc1ccc(NC(=O)CC2(CC(=O)O)CCCC2)c(C)c1,·,13%,-1%
COCCN(C(=O)COC(=O)Cc1ccc(Cl)cc1)c1c(N)n(Cc2ccccc2)c(=O)[nH]c1=O,·,0%,2%
O=C1CCC(=O)N1c1ccccc1,7%,-5%,-5%
COCCn1cnc2c1c(=O)n(CC#N)c(=O)n2Cc1ccccc1,·,5%,1%
Cc1noc(C)c1-c1cc(N(C)Cc2ccco2)ncn1,·,?,-10%
COCCn1c(=O)[nH]c2cc(C(=O)Nc3cccc(F)c3)ccc2c1=O,-3%,-27%,-16%
O=C(CN1C(=O)NC2(CCCCCC2)C1=O)Nc1ccc(Br)cc1Br,-1%,?,-26%
CCOc1ccc(CN2CCNC(=O)C2CC(=O)NCc2cc(C)n(C)n2)cc1 (stereo not given),6%[56.1 µM],2%,-8%
CCCCN(C(=O)COC(=O)C1(c2ccccc2)CC1)c1c(N)n(CCC)c(=O)[nH]c1=O,·,10%,1%
NC(=O)CSc1nnc(CNc2ccc(F)cc2)n1CC1CCCO1 (stereo not given),1%,11%,0%
NC(=O)c1nnsc1-c1ccc(-c2snnc2C(N)=O)cc1,0%,4%,2%
COc1cc(N(C)C)ccc1[C@]1(O)C(=O)N(C)c2ccc(Br)cc21,·,-26%,?
Cc1cccc(NCc2cc(Cl)cc(Cl)c2O)n1,0%,-8%,0%
CN(C)c1ccc(NC(=O)c2sc(SCC(=O)Nc3ccc(Br)cc3)nc2N)cc1,5%,-10%,7%
